High-throughput results: PubChem BioAssay, several laboratories
TNAP act hi DEA – TNAP activators at high phosphate acceptor level, primary screen, biochemical, luminescence, uHTS; activation factor at 20 µM; purified TNAP, CDP-star luminescence, 1 M DEA, 30 min; hits give high values; 0 = EDTA background, 1 = DMSO-only activity; 200,000 tested, under 10 active; Alkaline phosphatase, tissue-nonspecific isozyme (Homo sapiens), P05186;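 active = activation factor at least 2 at 20 µM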
Target sequence (P05186 whole entry, looked up): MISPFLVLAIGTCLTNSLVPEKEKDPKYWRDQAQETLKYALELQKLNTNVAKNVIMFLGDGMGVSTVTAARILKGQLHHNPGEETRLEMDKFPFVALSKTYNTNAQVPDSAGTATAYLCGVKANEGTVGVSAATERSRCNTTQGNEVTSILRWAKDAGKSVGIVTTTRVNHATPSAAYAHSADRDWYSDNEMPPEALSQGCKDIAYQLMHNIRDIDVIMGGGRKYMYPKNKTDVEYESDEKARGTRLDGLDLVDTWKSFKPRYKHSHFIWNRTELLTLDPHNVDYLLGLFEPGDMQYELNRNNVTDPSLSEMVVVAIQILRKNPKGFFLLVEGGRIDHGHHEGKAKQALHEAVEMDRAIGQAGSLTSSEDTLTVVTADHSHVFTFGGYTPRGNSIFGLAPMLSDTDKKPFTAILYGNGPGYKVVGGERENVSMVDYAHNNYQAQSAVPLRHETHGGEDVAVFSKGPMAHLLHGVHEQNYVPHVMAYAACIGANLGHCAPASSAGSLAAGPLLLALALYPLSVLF
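system = human TNAP | amount = enzyme diluted 1/800 final | reagent = 100 µM CDP-star substrate | signal = luminescent substrate turnover signal | dosing = one dose, 20 µM | benchmarks = EDTA negative control, DMSO positive control | measure = activation factor | timing = 30 min reaction, room temperature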
RAM inhibit – inhibitors of the yeast RAM network, primary screen, dse1pr::URA3 reporter, 5-FOA selection; S. cerevisiae dse1pr::URA3 reporter, 5-FOA growth OD615, 2 d; analog-sensitive cbk1-as2 kinase mutant strain; inhibition, % at 50 µM; 1.8% of 190,000 active;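 active = inhibition above a set limit, 3 SD over mean compound inhibition, cut at about 8.4% in these data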;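 note: 0% = DMSO-only wells with no growth and 100% = 10 µM 1-NA-PP1 full growth; inhibition rescues growth on 5-FOA so higher OD means more RAM inhibition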
TNAP inh no acc – human TNAP enzyme inhibitors, primary screen, biochemical, luminescent, no phosphate acceptor, uHTS. 0.26% of 200,000 active. Alkaline phosphatase, tissue-nonspecific isozyme (Homo sapiens), P05186. purified TNAP, CDP-star luminescence, 30 min. inhibition, % at 20 µM;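 active = tissue-nonspecific alkaline phosphatase inhibition above about 50% at 20 µM in the single-dose screen, limit read from the data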;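 note: 0% = DMSO negative control and 100% = EDTA positive control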
bIAP act – bovine intestinal alkaline phosphatase activators, primary screen, biochemical, bovine IAP, CDP-star luminescence; AID 1016, 2008; activation factor at 20 µM; purified bovine IAP, 30 min; hits give high values; fold of DMSO-control signal, blank-subtracted; 0.17% of 200,000 active; alkaline phosphatase, intestinal [Bos taurus];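 active = activation factor of 2 or more at 20 µM, a signal rise over negative controls twice the positive control's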
FLuc act counter – FLuc activators, initial screening, artefact control for FLuc-dependent activation tests, biochemical, ATPlite luminescence; ATPlite luciferase biochemical, 10 min; 0 = ATP-free wells, 1 = DMSO control; 200,000 tested, under 10 active; AID 1027, 2008; activation factor at 10 µM;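 active = luciferase activation factor, scaled between plate controls, of at least 2 with compound at 10 µM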
Target sequence (P08659 whole entry, looked up): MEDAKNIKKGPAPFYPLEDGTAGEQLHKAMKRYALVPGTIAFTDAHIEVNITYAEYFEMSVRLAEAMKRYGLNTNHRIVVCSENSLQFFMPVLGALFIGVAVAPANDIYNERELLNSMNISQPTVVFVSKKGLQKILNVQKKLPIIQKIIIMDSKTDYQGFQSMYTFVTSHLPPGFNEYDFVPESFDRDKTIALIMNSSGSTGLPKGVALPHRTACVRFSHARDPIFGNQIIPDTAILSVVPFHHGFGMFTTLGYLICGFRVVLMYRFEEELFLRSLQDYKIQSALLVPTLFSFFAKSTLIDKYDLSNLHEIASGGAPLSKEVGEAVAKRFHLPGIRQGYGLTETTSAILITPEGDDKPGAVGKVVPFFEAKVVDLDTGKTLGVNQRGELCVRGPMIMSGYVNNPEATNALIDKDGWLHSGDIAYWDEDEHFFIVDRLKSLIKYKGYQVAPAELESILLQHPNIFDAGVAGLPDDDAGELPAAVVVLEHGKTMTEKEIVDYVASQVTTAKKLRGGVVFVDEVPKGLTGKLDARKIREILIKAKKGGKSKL
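Assay system: Luciferase/luciferin reagent mix; Medium: PBS as buffer for the ATP substrate; Dosing: test compounds dosed from 2 mM stocks in 100% DMSO; Times: 10 min, room temperature; Signal: luminescence from luciferase reaction; Read-out: luciferase activation; Controls: No-ATP low control, compound-free enzyme-plus-ATP high control.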
APP transl inh – inhibitors of APP translation via 5'UTR reporter, primary screen, APP 5'UTR luciferase, SH-SY5Y cells. SH-SY5Y APP 5'UTR-luciferase reporter, luminescence. inhibition, % at 2 µM. 0.82% of 190,000 active. AID 1285, 2008;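 active = inhibition above a set limit, derived from the sample mean plus 3 SD, cut at about 45% in these data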; note: values of inactives mirror those of a sister screen read the other way
FLuc inhib CS – firefly luciferase enzyme inhibitors, primary screen, artefact control for luciferase-based inhibitor screens, biochemical, luminescence, ATPLite; Luciferin 4-monooxygenase (Photinus pyralis), P08659; 10 min; inhibition, % at 10 µM; 1.5% of 200,000 active;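 active = inhibition above about 50% when tested at 10 µM, limit read from the data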
L major viab – Leishmania major promastigote growth inhibition, primary screen | Leishmania major promastigotes, resazurin fluorescence viability | inhibition, % at 10 µM | 9% of 200,000 active | AID 1063, 2008; in the data active = inhibition above about 50%;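 note: promastigotes grown with compound for 44 hours at 28 °C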
TNAP inh hi DEA – human TNAP enzyme inhibitors, primary screen, biochemical, luminescent, high phosphate acceptor level, uHTS | Alkaline phosphatase, tissue-nonspecific isozyme (Homo sapiens), P05186 | purified TNAP, CDP-star luminescence, 1 M DEA | inhibition, % at 20 µM | 0.03% of 200,000 active | AID 1135, 2008;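 active = over 50% inhibition of tissue-nonspecific alkaline phosphatase at 20 µM in the single-dose screen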;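 note: plate controls were DMSO wells for no effect and EDTA-quenched wells as full inhibition for full effect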
bIAP inhibitor – bovine intestinal alkaline phosphatase inhibitors, primary screen, selectivity assay for TNAP inhibitor project, biochemical, bovine IAP, CDP-star luminescence; inhibition, % at 20 µM; purified bovine IAP, 30 min; 190,000 tested, under 10 active;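 active = over 50% inhibition of intestinal alkaline phosphatase at 20 µM in the single-dose screen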
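Assay system – bovine IAP enzyme · Quantity – bovine IAP at 1/65,000,000 final dilution · Detection – CDP-star luminescence signal · Times – 30 min reaction at room temperature · Also added – CDP-star substrate at 30 µM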
* hit, by the source's call; x = not tested or not shown.

SMILES | TNAP act hi DEA | RAM inhibit | TNAP inh no acc | bIAP act | FLuc act counter | APP transl inh | FLuc inhib CS | L major viab | TNAP inh hi DEA | bIAP inhibitor
CCOC(=O)c1c(NC(=O)CSc2ccccc2C(=O)O)sc(C)c1C | 1 | 4.2 | -4 | 1.2 | 1 | 19 | 1 | -9 | -3 | -22
O=C1c2oc3ccccc3c(=O)c2C(c2cccnc2)N1Cc1ccco1 (stereo not given) | 1 | -0.7 | -6 | 0.9 | 1.1 | -18 | -9 | 10 | -2 | 5
COC(=O)C1=C(N)Oc2cc(C)oc(=O)c2C1c1cccnc1 (stereo not given) | 1 | -0.1 | -9 | 1 | 1.1 | 5 | -9 | 42 | -4 | 1
FC(F)(F)c1nc(N2CCCC2)ncc1-c1nnnn1-c1ccc(Cl)cc1 | 1 | 3.5 | -9 | 1 | 1 | -27 | -2 | 8 | -2 | -1
Cc1ccc(C)c2nc(N3CCCC3)c(C#N)cc12 | 1.1 | 6.2 | -20 | 1.1 | 1 | -16 | -4 | -7 | -8 | -12
O=C(NCc1ccc(Cl)cc1)c1ccc(Cn2cc(C(F)(F)F)ccc2=O)cc1 | 1.1 | 1.2 | -6 | 1 | 1.1 | 5 | -7 | -3 | -5 | -4
COc1cc(C2NC(=O)NC(c3ccccc3)=C2C(C)=O)ccc1OCC#N (stereo not given) | 1 | 0.0 | -5 | 0.9 | 1 | -16 | 2 | -1 | 0 | 11
Cc1ccc(-c2csc(SCC(=O)Nc3cc(C)on3)n2)cc1 | 1 | 3.6 | -9 | 1 | 1 | -6 | -5 | -7 | -1 | -3
COc1ccccc1C(=O)NC(=S)Nc1ccc(N2CCOCC2)c(Cl)c1 | 1 | 2.4 | -7 | 0.9 | 1 | 8 | -2 | 13 | 0 | 10
COc1ccc(N2CC(C)Cn3c2nc2c3c(=O)n(Cc3ccccc3)c(=O)n2C)c(OC)c1 (stereo not given) | 1 | 1.1 | -3 | 1.1 | 1 | 11 | 0 | 20 | 0 | -5
Cc1cccc(NC(=S)NNC(=O)c2ccc3c(c2)OCO3)c1 | 1 | 3.1 | -160 | 1.1 | 0.2 | -133 | 79* | -6 | -4 | -12
CN(C)S(=O)(=O)c1ccc(NC(=O)CNc2cc(S(=O)(=O)N3CCCC3)ccc2OCC(F)(F)F)cc1 | 1 | 2.6 | -17 | 1 | 1.1 | 8 | -9 | 1 | -1 | 2
CC1(C)CC(=O)C=C(NCCO)C1 | 1 | 0.3 | -8 | 1 | 1 | 8 | -4 | -1 | -3 | -1
COc1cccc(C(C(=O)NC2CCCCC2)N(C(=O)c2ccco2)c2ccc(-n3cnnn3)c(C)c2)c1 (stereo not given) | 1 | 0.7 | -8 | 0.8 | 1.1 | -8 | -7 | -4 | -4 | 16
O=C(O)CCc1ccc(-c2cccs2)n1NC(=O)c1ccco1 | 1.1 | -0.3 | -15 | 0.9 | 1 | -8 | -4 | -3 | -7 | 6
CC12C(=O)N(c3ccccn3)C(=O)C1C1C=CC2C1 (stereo not given) | 1 | 0.5 | -8 | 1 | 1 | -11 | 2 | -1 | 0 | 1
COc1ccc(NC(=O)/C=C/c2ccccc2)c([N+](=O)[O-])c1 | 1 | 2.6 | -2 | 1 | 0.9 | -76 | 11 | -6 | 2 | -5
Cn1cc(CN(Cc2ccccc2)C[C@@H]2CCC(=O)N2)c(-c2ccccc2F)n1 | 1 | 2.1 | -1 | 1 | 1 | 4 | -3 | 1 | -1 | -3
Cc1cc(C)n2nc(SCC(=O)NC(=O)NCc3ccco3)nc2n1 | 1 | -0.2 | -9 | 1.1 | 1.1 | -11 | -6 | -4 | -3 | -9
CC(=O)N1CCC(N(CCN2CCOCC2)C(=S)Nc2ccc(C)cc2)CC1 | 1.1 | -0.1 | -10 | 0.9 | 1 | 8 | -4 | -3 | -6 | 6
COc1ccc(CCNC(=O)c2noc3c2CCCC3)cc1OC | 1.1 | 0.1 | -14 | 1 | 1 | 5 | -5 | -9 | -7 | 3
Cc1cccc(C)c1NC(=O)c1ccc(-n2cnnn2)cc1 | 1 | -0.2 | -7 | 0.9 | 1 | -5 | -4 | -6 | -4 | 10
COCCNC(=O)CN(c1ccc(C)cc1)S(=O)(=O)c1ccccc1 | 1 | 1.1 | -10 | 0.9 | 1.1 | -6 | -7 | 0 | -3 | 7
CCN(CC)S(=O)(=O)c1cc(NC(=O)C(CC(C)C)NC(N)=O)ccc1C (stereo not given) | 1 | 1.3 | -10 | 1.1 | 1 | 12 | -2 | -2 | -3 | -13
COC(=O)c1ccccc1S(=O)(=O)N(CCCO)Cc1cc2c(C)ccc(C)c2[nH]c1=O | 1 | 0.8 | -4 | 1.1 | 1.1 | 8 | -7 | -2 | -4 | -13
COc1ccc2sc3c(=O)[nH]c4ccccc4c3c2c1 | 1 | 2.2 | -6 | 0.9 | 1.1 | 1 | -8 | 3 | -3 | 10
CCC(=O)OCCNc1nc(-c2ccccc2)nc2ccccc12 | 1 | 0.6 | -8 | 0.7 | 1 | -2 | -1 | 88* | -4 | 33
COCCOCCn1c(/C=C/c2ccccc2)nc2ccccc21 | 1.1 | 0.7 | -15 | 0.9 | 0.2 | -166 | 84* | 63* | -6 | 6
O=C(NC(=S)Nc1cccc2[nH]ncc12)c1ccccc1 | 1 | 3.4 | -13 | 1 | 0.8 | -85 | 17 | -11 | -4 | 5
Cc1nnc(SCC(=O)Nc2ncc(S(=O)(=O)c3ccc([N+](=O)[O-])cc3)s2)s1 | 1 | 5.3 | -11 | 0.7 | 1 | -13 | -1 | 3 | -2 | 26
Cc1cccc(C)c1NC(=S)NCCSc1ccc(Cl)cc1 | 1 | 1.8 | -13 | 0.3 | 1.1 | -4 | -10 | 37 | -3 | x
COc1ccc([N+](=O)[O-])cc1NC(=O)Cc1noc2ccccc12 | 1 | 4.0 | 1 | 1 | 1.1 | 3 | -7 | 5 | -4 | -1
O=C(c1ccc(Cl)c([N+](=O)[O-])c1)N(Cc1cccc(Cl)c1)C1CCS(=O)(=O)C1 (stereo not given) | 1.1 | 1.9 | 3 | 0.9 | 1.1 | -4 | -11 | 10 | -6 | 7
COC(=O)NNC(=O)c1ccc(C(C)(C)C)cc1 | 1 | -0.7 | -9 | 1.1 | 0.9 | -4 | 7 | -3 | -5 | -5
Cc1cc(SC#N)cc(C)c1NC(=O)CCl | 1 | -0.2 | -3 | 1 | 1 | 23 | 3 | -6 | 2 | -4
Cc1oc(/C=N/NC(=O)CC2(C)OCCO2)cc1Br | 1 | 0.2 | -2 | 1 | 1 | 1 | -2 | -4 | -3 | 2
N#CCCn1cc(/C=N/O)c(-c2cccc([N+](=O)[O-])c2)n1 | 1 | 0.2 | -1 | 1 | 1 | -28 | -2 | -6 | 1 | 1
COc1ccc(-c2cc(=O)[nH][nH]2)cc1OC | 1 | -0.7 | -5 | 1.2 | 1.1 | 3 | -7 | 84* | 1 | -23
Cc1cc(NC(=O)CCCN2C(=O)c3cccnc3C2=O)no1 | 1.1 | 2.7 | -4 | 1 | 1 | 8 | -1 | -3 | -8 | -5
O=C1c2cnc3nc(SCc4cccc(Cl)c4)nn3c2CC2c3ccccc3CCN12 (stereo not given) | 1 | 1.4 | 6 | 1 | 1.1 | 7 | -9 | 56* | -2 | 3

In another format: 10 of the compounds above
smiles	TNAP act hi DEA	RAM inhibit	TNAP inh no acc	bIAP act	FLuc act counter	APP transl inh	FLuc inhib CS	L major viab	TNAP inh hi DEA	bIAP inhibitor
Cc1nnc(SCC(=O)Nc2ncc(S(=O)(=O)c3ccc([N+](=O)[O-])cc3)s2)s1	1	5.3	-11	0.7	1	-13	-1	3	-2	26
Cc1cccc(C)c1NC(=S)NCCSc1ccc(Cl)cc1	1	1.8	-13	0.3	1.1	-4	-10	37	-3	x
COc1ccc([N+](=O)[O-])cc1NC(=O)Cc1noc2ccccc12	1	4.0	1	1	1.1	3	-7	5	-4	-1
O=C(c1ccc(Cl)c([N+](=O)[O-])c1)N(Cc1cccc(Cl)c1)C1CCS(=O)(=O)C1 (stereo not given)	1.1	1.9	3	0.9	1.1	-4	-11	10	-6	7
COC(=O)NNC(=O)c1ccc(C(C)(C)C)cc1	1	-0.7	-9	1.1	0.9	-4	7	-3	-5	-5
Cc1cc(SC#N)cc(C)c1NC(=O)CCl	1	-0.2	-3	1	1	23	3	-6	2	-4
Cc1oc(/C=N/NC(=O)CC2(C)OCCO2)cc1Br	1	0.2	-2	1	1	1	-2	-4	-3	2
N#CCCn1cc(/C=N/O)c(-c2cccc([N+](=O)[O-])c2)n1	1	0.2	-1	1	1	-28	-2	-6	1	1
COc1ccc(-c2cc(=O)[nH][nH]2)cc1OC	1	-0.7	-5	1.2	1.1	3	-7	84*	1	-23
Cc1cc(NC(=O)CCCN2C(=O)c3cccnc3C2=O)no1	1.1	2.7	-4	1	1	8	-1	-3	-8	-5

The list continues:
SMILES | TNAP act hi DEA | RAM inhibit | TNAP inh no acc | bIAP act | FLuc act counter | APP transl inh | FLuc inhib CS | L major viab | TNAP inh hi DEA | bIAP inhibitor
CN1CCN(C(c2ccccn2)c2cc(Cl)c3cccnc3c2O)CC1 (stereo not given) | 1.1 | -0.2 | -149 | 1.4 | 1.1 | -10 | -10 | -1 | -12 | -41
CCOC(=O)c1cc(C)sc1NC(=O)c1ccc(Cl)s1 | 1 | 4.7 | -7 | 0.7 | 1 | 6 | -4 | 13 | -2 | 29
O=C(CS(=O)(=O)Cc1ccccc1)Nc1nc2ccccc2s1 | 1 | 3.4 | -12 | 1 | 1.1 | 7 | -5 | 6 | -2 | 4
O=C(NCC(=O)N(c1cccc(F)c1)C(C(=O)NC1CCCC1)c1ccco1)c1ccco1 (stereo not given) | 1.1 | 4.1 | -18 | 1 | 1.1 | -10 | -6 | 15 | -7 | -4

The order is random. About 13% of those tested had a hit in this group.
